# Screening results deposited in PubChem by several laboratories.
# Peg3 prom inh: inhibitors of Peg3 promoter; inhibition, % at 20 µM; HeLa PEG-Prom luciferase reporter, luminescence, overnight; 360,000 compounds, 1.7% hits;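 active means inhibition of at least 50% at 20 µM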
# NR2E3 ag-1: activates human NR2E3 receptor. CHO-S Gal4-NCOR/VP16-NR2E3 two-hybrid, luciferase. inhibition of corepressor binding, % at 3.98 µM. 360,000 compounds, 0.35% hits. AID 602229;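 active means inhibition above the mean of all tested compounds plus 3 SD, cut at about 70% in these data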;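 further: 0% = DMSO with NR2E3 transfected cells and 100% = cells lacking NR2E3 construct; higher means lower luciferase signal from less NR2E3 corepressor binding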
# Target sequence (Q9Y5X4 whole entry, looked up, the tested form may be a part): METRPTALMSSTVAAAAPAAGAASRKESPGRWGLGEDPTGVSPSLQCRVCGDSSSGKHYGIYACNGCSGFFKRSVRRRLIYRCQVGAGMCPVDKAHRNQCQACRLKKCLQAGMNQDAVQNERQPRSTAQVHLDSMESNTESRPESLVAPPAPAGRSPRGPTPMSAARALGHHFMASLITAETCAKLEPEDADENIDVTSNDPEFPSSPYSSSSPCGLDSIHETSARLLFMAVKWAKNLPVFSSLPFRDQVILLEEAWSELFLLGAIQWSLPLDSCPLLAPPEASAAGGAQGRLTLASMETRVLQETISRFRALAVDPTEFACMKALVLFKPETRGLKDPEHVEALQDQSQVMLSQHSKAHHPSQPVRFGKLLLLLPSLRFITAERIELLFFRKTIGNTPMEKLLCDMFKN
# TRPM1 prom inh: MITF TRPM1 promoter inhibition in SK-MEL-5 cells; 330,000 compounds, 0.83% hits; AID 488899; SK-MEL-5 TRPM1 promoter luciferase, 24 h; inhibition, % at 12.5 µM;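 active means mean inhibition across replicates of 60% or more, whatever share of single replicates reaches that level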; further: values of inactives mirror those of a sister screen read the other way
# Exocytosis inh: blocks lytic granule exocytosis | TALL-104 LAMP-1 surface exposure, flow cytometry; cells stimulated with thapsigargin and PMA | inhibition, % at 10 µM | 360,000 compounds, 0.66% hits;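 active means inhibition above about 55%, limit read from the data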
# NR2E3 ag-2: NR2E3 (human) agonism. GST-NR2E3/biotin-RetCOR TR-FRET, 1536-well. inhibition of corepressor binding, % at 4.78 µM. 320,000 compounds, 0.12% hits. AID 2300;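 active means percent inhibition above the cutoff of mean plus 3 SD of all tested compounds, set per screening campaign, cut at about 20% in these data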;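 further: 0% = DMSO wells and 100% = biotin wells as full block of FRET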
#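 System: GST-tagged NR2E3 plus biotinylated RetCOR corepressor; Buffer or medium: pH 7.5 Tris-based buffer; Probe or stimulus: RetCOR corepressor, biotinylated, 7 nM; Doses: compound at 4.8 µM, single dose; Schedule: 5 h incubation at 4 °C; Technique: time-resolved FRET; Evaluation: percent inhibition of TR-FRET ratio; Replication: one well per compound, singlicate testing.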
# CaV13 ICDI inh: Disruptors of the CACNA1D IQ motif to Ca2+-dependent inactivation inhibitor domain association, primary screening, Förster resonance energy transfer in intact living … | HEK cells, CFP/YFP FRET ICDI-IQ, plate reader, 10 min; percent FRET-ratio fall versus neutral wells | inhibition, % at 12.3 µM | 340,000 compounds, 0.098% hits | AID 743397;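 active means mean replicate inhibition of at least 30% and at least 1% of replicates passing that level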;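 further: 0% = median of the neutral control wells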
# Vif imaging: blocks HIV Vif function; 340,000 compounds, 0.35% hits; inhibition, % at 7.49 µM; HEK293T cells, Vif self-association by quenched fluorescence, imaging, 24 h; AID 602346; in the data active means inhibition above about 50%, passing the limit was not always enough; further: some results filed as inactive read as strong as hits
# PDI turbidity: blocks human protein disulfide isomerase activity. P07237. PDI insulin aggregation turbidity, A650, 90 min. inhibition, % at 10 µM. 350,000 compounds, 0.052% hits. AID 588391;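 active means mean inhibition across replicates of 30% or more, whatever share of single replicates reach that level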;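 further: absorbance from insulin aggregation driven by PDI reduction with DTT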
# Target sequence (P07237 whole entry, looked up): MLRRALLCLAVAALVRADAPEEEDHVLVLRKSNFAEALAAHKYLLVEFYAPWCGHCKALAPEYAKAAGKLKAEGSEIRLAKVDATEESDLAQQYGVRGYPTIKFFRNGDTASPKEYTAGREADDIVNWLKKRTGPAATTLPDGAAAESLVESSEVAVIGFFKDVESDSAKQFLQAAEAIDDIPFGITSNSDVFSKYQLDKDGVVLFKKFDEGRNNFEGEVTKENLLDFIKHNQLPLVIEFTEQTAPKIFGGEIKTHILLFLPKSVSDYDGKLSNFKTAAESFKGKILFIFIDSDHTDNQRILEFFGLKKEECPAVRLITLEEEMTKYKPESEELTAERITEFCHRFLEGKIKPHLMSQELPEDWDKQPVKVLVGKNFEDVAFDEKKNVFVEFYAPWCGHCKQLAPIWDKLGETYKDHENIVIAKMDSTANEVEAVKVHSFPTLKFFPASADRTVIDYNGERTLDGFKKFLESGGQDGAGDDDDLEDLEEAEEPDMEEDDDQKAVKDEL
# iPSC survival up: hiPSC single-cell survival enhancement. survival enhancement, % at 20 µM. AID 602274. ATPlite luminescence; 100% = ROCK inhibitor wells, 0% = DMSO. 360,000 compounds, 0.044% hits; in the data active means survival enhancement above about 18%;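 further: cells exposed to compounds for 16 hours before the ATP read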
# aDG glyco act: alpha-DG glycosylation activation; 360,000 compounds, 0.22% hits; Pro5-aDG cells, alpha-DG glycosylation AlphaScreen (IIH6); 0% Pro5, 100% B10-LARGE cell signal; activation, % at 10 µM; AID 624168;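 active means activation of at least 8% versus controls, or a plate z-score of at least 8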;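 further: Pro5 are CHO cells carrying HIG-tagged alpha-DG that lacks glycosylation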
# HIF-2a block: blocks HIF-2a reporter activity | 360,000 compounds, 0.72% hits | inhibition, % at 18.8 µM | AID 624352 | 786-0 RCC cells HIF-2a reporter, luciferase luminescence, overnight;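 active means inhibition of the luminescence signal of 40% or more relative to plate controls, in a single-dose primary screen at 18.75 µM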
# * = called active by the depositor; / = not tested or not shown.
no.	Structure	Peg3 prom inh	NR2E3 ag-1	TRPM1 prom inh	Exocytosis inh	NR2E3 ag-2	CaV13 ICDI inh	Vif imaging	PDI turbidity	iPSC survival up	aDG glyco act	HIF-2a block
1	COc1ccc(NC(=O)CN2CCN(c3ccccn3)CC2)cc1Cl	-1.2	3.8	4.0	5.0	2.4	-18.0	-4.3	-3.2	0.0	0.0	-2.6
2	N=c1ccn(CC(=O)c2ccc(-c3ccccc3)cc2)cc1	19.2	-25.3	33.7	-0.5	-2.6	-18.8	-12.8	0.6	-0.6	0.4	14.5
3	CC1(C(=O)N/N=C/c2ccc3c(c2)OCO3)CC1(Br)Br (configuration not stated)	-4.8	-34.2	2.5	-3.5	1.1	-6.5	18.2	-3.6	0.3	-0.1	-19.6
4	O=C(Cn1nc(C(=O)O)c2ccccc2c1=O)Nc1ccc(F)cc1	-9.1	-33.5	4.7	-11.6	3.2	-5.0	0.4	-7.9	0.2	0.2	10.8
5	COC(=O)c1c(C(=O)OC)c(-c2ccc(Cl)c(Cl)c2)n2c1CCC2	24.6	-35.7	-0.4	-2.3	-0.5	-7.7	-3.7	-4.2	-0.8	0.4	10.1
6	Cc1cc(C)c2cc(C)c(SCC(=O)NCc3ccco3)nc2c1	29.2	-16.1	-9.0	12.0	2.4	-6.0	-5.0	-7.5	1.1	0.0	3.8
7	COc1ccc(S(=O)(=O)N2CCC(C(=O)OCC(=O)c3ccccc3)CC2)cc1[N+](=O)[O-]	16.7	-2.4	-3.3	-3.6	0.5	-2.3	14.5	1.4	1.5	-0.2	3.6
8	COc1ccccc1OCCNC(=O)Nc1ccc(Br)cc1	-50.8	-12.6	-7.5	21.3	3.6	-2.7	1.2	-2.4	0.1	0.1	-60.6
9	C=CCn1nnnc1SCC(=O)Nc1cccc(OC)c1	-1.3	-34.3	8.5	-6.2	-1.0	-9.0	/	2.0	-1.6	-0.1	-10.8
10	Cc1sc2ncn(CC(=O)NCCN(C)C)c(=O)c2c1S(=O)(=O)N1CCC(C)CC1	-3.3	-7.0	-12.1	-0.1	3.4	-3.1	6.0	4.4	-0.4	-0.2	2.1
11	CCN1CCN(C(=O)/C=C/c2ccc(C(C)C)cc2)CC1	6.2	7.9	-1.3	-0.7	2.4	-3.6	1.7	-7.6	1.0	0.4	-4.0
12	O=C(N/N=C/c1sc2ccccc2c1O)c1ccccc1	27.4	22.9	27.9	-0.8	-5.8	/	12.6	7.0	-0.4	1.3	-163.7
13	COc1ccc(C(=O)Nc2nc3cc4c(cc3s2)OCO4)c(OC)c1	-203.6	-138.0	-70.0	2.7	-59.8	-6.2	29.9	-1.7	-0.7	0.0	-308.1
14	COc1ccc(-c2nc3ccccn3c2CN2CCN(c3ccccc3F)CC2)cc1	-49.6	-66.3	-24.1	-3.0	-0.7	9.5	-4.9	-3.6	0.0	0.4	-175.1
15	O=C(Oc1ccccc1C(=O)N1CCOCC1)c1ccccc1	8.0	-16.6	-1.1	5.3	2.1	-3.4	11.0	5.0	2.0	0.1	9.1
16	CC(=O)c1ccccc1N(C(=O)Cn1nnc2ccccc21)C(C(=O)NCC1CCCO1)c1ccc(N2CCOCC2)cc1 (configuration not stated)	19.0	-6.9	17.1	-1.6	3.0	-1.3	-10.7	4.4	0.1	0.1	14.1
17	CC(=O)c1cccc(NS(=O)(=O)N2CCCCC2)c1	4.5	-3.1	-13.8	-4.3	2.7	-3.6	-0.1	2.6	-0.2	0.2	17.6
18	O=C(Nc1ccc(Br)cc1)c1cc(-c2ccncc2)nc2ccccc12	24.3	-24.3	14.0	8.1	/	-0.5	12.2	-1.4	-1.0	-0.1	9.4
19	O=C(N/N=C/c1ccc2c(c1)OCO2)c1cc(-c2ccccc2Cl)nc2ccccc12	-4.1	-12.4	5.3	15.5	3.7	-4.9	4.6	-23.6	-1.9	-0.4	0.8
20	C=CCn1cnc2scc(-c3ccc(CC)cc3)c2c1=O	13.7	-9.3	-3.5	-1.0	-1.9	0.5	-2.8	3.5	1.4	-0.1	16.0
21	Cc1cc(C)n2nc(C(=O)OCC(=O)Nc3ccc(C)c(S(=O)(=O)N(C)C)c3)nc2n1	1.8	-19.2	-3.3	-3.5	1.8	-5.6	-2.6	-2.3	-0.5	0.1	-4.4
22	CCOC(=O)CCN(C(=S)Nc1ccccc1)C1CCCCC1	-1.2	-7.7	-12.1	-3.3	/	-6.2	5.0	-4.1	3.0	-0.1	6.0
23	O=C(Nc1nncs1)Oc1ccccc1	12.6	8.7	11.8	-0.1	1.6	-3.2	-5.2	1.7	0.1	0.1	16.5
24	CN1c2ccc(Cl)cc2C(=O)NC1C1CC=CCC1 (configuration not stated)	2.6	5.4	-2.1	2.3	-3.2	43.7*	2.2	-1.6	-0.3	0.0	3.2
25	O=c1[nH]ncn1-c1ccccc1	1.6	-16.9	5.0	0.8	1.1	-7.1	2.9	4.9	-0.3	-0.4	12.4
26	CC(C)(C)c1ccc(C(=O)Nc2ccc(S(N)(=O)=O)cc2)cc1	-13.5	-24.2	6.3	14.8	-1.7	-17.1	2.5	-4.0	1.2	0.1	-7.3
27	Cc1ncc([N+](=O)[O-])n1CCOC(=O)c1ccc(Br)cc1	-9.9	-16.3	-5.6	-2.0	2.4	-6.0	-2.3	14.2	0.2	0.2	9.0
28	Cc1ccc(N(C(=O)c2csnn2)C(C(=O)NC2CCCCC2)c2ccccn2)cc1C (configuration not stated)	2.4	-15.2	7.0	-2.3	6.1	-3.8	-13.2	5.9	-0.1	0.1	-18.1
29	CN1CCCNc2nc3ccccc3nc21	-69.8	-24.2	-33.1	3.1	2.3	-1.5	3.3	1.6	0.4	0.0	-81.6
30	Clc1ccccc1/C=N/NC1=Nc2cccc3cccc1c23	-191.6	-118.0	-32.4	-0.1	-3.0	-5.3	3.9	-4.2	-2.4	-0.5	-203.1
31	CC1CCN(C(=O)C2CCC(CNS(=O)(=O)c3cccc4cccnc34)CC2)CC1 (configuration not stated)	14.4	-20.4	5.7	0.7	5.4	10.6	0.3	10.3	2.9	-0.1	7.7
32	CN(C)C(=O)Nc1ccc(Cl)c(Cl)c1	-3.5	-9.7	/	-0.8	/	-5.2	4.2	-5.6	-2.4	0.0	-28.5
33	Cc1cccc2nc(COc3ccc(Cl)c4cccnc34)cn12	-191.1	-78.9	-40.1	-3.7	5.4	-4.2	-1.2	-5.0	2.3	0.5	-202.7
34	Nn1c(Nc2ccccc2)nc2ccccc21	-291.4	-112.6	-64.6	-5.0	2.7	/	1.0	-17.3	-2.1	-0.1	-276.3
35	COc1ccc(N(C)C(=O)CCS(=O)(=O)c2cccc3nonc23)cc1	4.2	-19.1	-13.4	-3.0	1.7	-5.0	4.5	-1.4	-1.6	-0.1	21.5
36	CCN=C1SC(CC(=O)Nc2ccc3c(c2)OCO3)C(=O)N1CC (configuration not stated)	16.2	-20.6	8.7	-1.1	1.0	-7.3	4.6	12.9	4.0	-0.6	14.3
37	CCOC(=O)c1c(C)[nH]c(C(=O)COC(=O)c2ccncc2)c1C	17.4	-10.8	7.4	-2.6	-2.1	/	1.3	-15.9	1.7	-0.3	5.1
38	COc1cccc(CN(C)C[C@@H]2OCc3cnnn3CCCC(=O)N([C@@H](C)CO)C[C@H]2C)c1	-3.8	3.0	/	2.3	/	-5.0	-1.5	-1.7	0.9	0.1	-1.5
39	O=C(O)c1cccc(Nc2nc(-c3ccc([N+](=O)[O-])cc3)nc3ccccc23)c1	29.5	-11.9	9.5	20.3	/	-4.3	-12.6	-2.0	-0.2	0.0	14.5
40	CCN(c1ccccc1)S(=O)(=O)c1ccc(OC)c(NC(=O)Cc2ccc(F)cc2)c1	26.7	2.2	10.9	-16.2	1.9	-3.3	-2.7	1.5	0.2	0.5	20.5
41	O=S(=O)(c1cnc(Cl)c(Cl)c1)N1CCCc2ccccc21	51.5*	19.9	-5.3	-0.8	-1.8	/	5.4	3.9	-1.3	0.3	21.5
42	Cn1c(=O)c2c(c3ccccc31)OC(=O)CC2c1cccnc1 (configuration not stated)	10.3	-15.7	3.4	-3.7	/	-3.8	8.5	1.6	-0.7	0.0	12.6
43	CC(C)C(c1nnnn1Cc1ccco1)N1CCN(C2CCCC2)CC1 (configuration not stated)	-12.8	-4.5	-1.6	-3.7	4.7	-5.0	31.9	-2.6	1.2	-0.2	5.4
44	CCCCN(CCCC)C(=O)c1ccccc1NC(=O)CN1C(=O)c2ccccc2C1=O	14.4	-30.1	-4.9	4.7	2.9	-5.0	-4.1	10.9	4.1	-0.1	14.5
45	CN=c1scc(C)n1/N=C/c1ccc(O)cc1	-251.1	-72.2	-44.1	5.1	-5.6	-0.7	12.8	4.0	-3.2	-0.3	-220.0
46	COc1ccc(NC(=O)c2ccccc2SCc2ccccc2)cc1	-11.1	-1.5	/	15.8	/	-6.5	/	4.1	2.9	1.0	-30.1
47	CCOC(=O)C1(CCCc2ccccc2)CCN(C2CCSCC2)CC1	6.5	25.5	16.7	19.0	/	-0.9	/	-3.8	-1.5	-0.2	5.9
48	CCn1c(C)nc2cc(C(=O)N/N=C/c3ccccc3)ccc21	-187.5	-48.2	-37.1	1.9	-0.9	4.4	5.2	-5.4	-0.2	0.4	-230.8
49	CC1CCCN(C(=O)CCS(=O)(=O)c2ccc3c(c2)n(C)c(=O)c(=O)n3C)C1 (configuration not stated)	-3.2	14.1	0.3	3.6	1.8	-1.7	2.5	/	-0.2	0.0	2.2
50	COc1ccc(Br)cc1S(=O)(=O)NCc1ccccc1	10.5	-8.5	-6.1	-1.8	3.1	-5.1	1.6	3.6	0.4	-0.1	25.6
51	O=C(CCSc1ccc(Cl)cc1)NC1CCCC1	-26.0	-3.1	-15.5	-2.7	-1.0	-19.6	-4.2	2.0	0.3	0.0	-15.4
52	COc1cccc(-c2ccc(C#N)c(SCC(=O)NCCc3ccc(Cl)cc3)n2)c1	25.9	2.6	5.0	-3.1	-2.1	-4.5	24.3	2.0	-3.4	-0.2	1.8
53	CC(=O)N1CCN(C(=O)COC(=O)/C=C/c2ccccc2[N+](=O)[O-])CC1	2.0	31.5	18.2	6.8	/	-6.1	-2.1	8.3	5.0	0.1	-8.5

# Results in Exocytosis inh, HIF-2a block and NR2E3 ag-1 (two entries from above):
item | SMILES | Exocytosis inh | HIF-2a block | NR2E3 ag-1
36 | CCN=C1SC(CC(=O)Nc2ccc3c(c2)OCO3)C(=O)N1CC (configuration not stated) | -1.1 | 14.3 | -20.6
37 | CCOC(=O)c1c(C)[nH]c(C(=O)COC(=O)c2ccncc2)c1C | -2.6 | 5.1 | -10.8

# Of the compounds above, these have an NH in an aromatic ring:
no.	Structure	Peg3 prom inh	NR2E3 ag-1	TRPM1 prom inh	Exocytosis inh	NR2E3 ag-2	CaV13 ICDI inh	Vif imaging	PDI turbidity	iPSC survival up	aDG glyco act	HIF-2a block
25	O=c1[nH]ncn1-c1ccccc1	1.6	-16.9	5.0	0.8	1.1	-7.1	2.9	4.9	-0.3	-0.4	12.4
37	CCOC(=O)c1c(C)[nH]c(C(=O)COC(=O)c2ccncc2)c1C	17.4	-10.8	7.4	-2.6	-2.1	/	1.3	-15.9	1.7	-0.3	5.1
